# Assay outcomes: PubChem BioAssay, several laboratories
# Granule exo inh = blocks lytic granule exocytosis; TALL-104 LAMP-1 surface exposure, flow cytometry; cells stimulated with thapsigargin and PMA; inhibition, % at 10 µM; hit rate 0.66% among 360,000;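 active = inhibition above about 55%, limit read from the data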
# MC4R barr agon = activates human MC4R beta-arrestin recruitment | P32245 | U2OS MC4R beta-arrestin complementation, luminescence; percent of melanotan II response, DMSO zero | activation, % at 8.9 µM | hit rate 0.98% among 360,000 | AID 540308;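 active = activation above a per-plate cutoff, the mean activation of sample wells on that plate plus 3 SD, cut at about 8% in these data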
# ABHD5 PLIN5 PPI = ABHD5-PLIN5 protein interaction inhibition. inhibition, % at 4 µM. Split G. princeps luciferase complementation, luminescence, 4 h. hit rate 0.78% among 360,000. Q00G26+Q8WTS1. AID 602281;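 active = inhibition above the mean inhibition across every tested compound plus 3 SD, cut at about 22% in these data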;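 note: 0% = DMSO only wells and the 100% control is not disclosed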
# Target sequence (Q00G26 whole entry, looked up): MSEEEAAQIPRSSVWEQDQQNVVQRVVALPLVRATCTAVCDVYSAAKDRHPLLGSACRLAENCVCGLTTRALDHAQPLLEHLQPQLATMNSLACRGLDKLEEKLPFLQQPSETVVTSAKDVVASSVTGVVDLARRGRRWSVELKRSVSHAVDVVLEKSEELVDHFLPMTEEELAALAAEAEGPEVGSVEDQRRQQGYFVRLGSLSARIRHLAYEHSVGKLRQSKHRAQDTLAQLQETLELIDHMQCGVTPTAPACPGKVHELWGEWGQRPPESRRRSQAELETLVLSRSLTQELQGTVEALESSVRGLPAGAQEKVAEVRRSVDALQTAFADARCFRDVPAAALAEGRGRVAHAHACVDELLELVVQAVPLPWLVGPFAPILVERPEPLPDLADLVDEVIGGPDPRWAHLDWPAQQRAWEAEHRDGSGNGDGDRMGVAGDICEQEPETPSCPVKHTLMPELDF
# Target sequence (Q8WTS1 whole entry, looked up): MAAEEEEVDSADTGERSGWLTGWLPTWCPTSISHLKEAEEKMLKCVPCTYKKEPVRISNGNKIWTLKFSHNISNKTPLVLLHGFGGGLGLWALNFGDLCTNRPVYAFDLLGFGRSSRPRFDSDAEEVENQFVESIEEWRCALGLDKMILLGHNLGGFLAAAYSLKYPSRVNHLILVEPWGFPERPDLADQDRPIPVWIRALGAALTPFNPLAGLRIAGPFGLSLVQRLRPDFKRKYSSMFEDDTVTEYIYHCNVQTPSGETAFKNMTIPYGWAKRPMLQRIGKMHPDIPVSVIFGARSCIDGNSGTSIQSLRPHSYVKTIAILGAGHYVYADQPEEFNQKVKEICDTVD
# HTR2A ag = agonists of mouse serotonin 5-HT2A receptor (HTR2A); P35363; CHO-K1 mHTR2A beta-arrestin complementation, luminescence; percent of 30 µM serotonin response; activation, % at 7.6 µM; hit rate 0.66% among 360,000; AID 624169;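 active = activation above a run cutoff, the mean activation of all tested compounds plus 3 SD, cut at about 14% in these data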;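 note: 0% = plate median of compound wells and 100% = 30 µM serotonin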
# MC4R antag cAMP = blocks human MC4R cAMP signaling | inhibition, % at 6.5 µM | hit rate 0.48% among 360,000 | MC4R-expressing cells, MTII-stimulated cAMP, LANCE TR-FRET;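 active = inhibition above its plate's cutoff, the mean of tested wells on that plate plus 3 SD, cut at about 29% in these data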;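 note: 0% = Melanotan II alone and 100% = Melanotan II plus saturating MCL0020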
#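 system = U2OS cells with stable human MC4R expression | also added = Melanotan II challenge after compound preincubation | dosing = one concentration, 6.5 µM nominal | incubation = compound 30 min, challenge 1 h, detection 1 h | measured by = TR-FRET with Eu-cAMP and labeled anti-cAMP, 671 nm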
# aDG glyco act = alpha-DG glycosylation activation; Pro5-aDG cells, alpha-DG glycosylation AlphaScreen (IIH6); 0% Pro5, 100% B10-LARGE cell signal; activation, % at 10 µM; hit rate 0.22% among 360,000; AID 624168;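 active = activation of at least 8% versus controls, or a plate z-score of at least 8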;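 note: Pro5 are CHO cells carrying HIG-tagged alpha-DG that lacks glycosylation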
# ABCB6 inh 2 = blocks the human ABCB6 transporter | K562-ABCB6 porphyrin accumulation, flow cytometry, 1 h; hits give low values | AID 602162 | fluorescence ratio to DMSO, % at 10 µM | hit rate 0.19% among 360,000;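 active = fluorescence ratio to DMSO below 75%, the collection mean minus 3 SD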;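 note: signal is porphyrin accumulated inside mitochondria; 100% equals median channel fluorescence of DMSO control wells; lower ratio means ABCB6 inhibition with less porphyrin fluorescence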
# hiPSC survival = increases survival of single human iPS cells; hit rate 0.044% among 360,000; AID 602274; hiPSC single-cell survival, ATPlite luminescence; 100% = ROCK inhibitor wells, 0% = DMSO; survival enhancement, % at 20 µM; in the data active = survival enhancement above about 18%;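 note: cells exposed to compounds for 16 hours before the ATP read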
# Cardio protect = myocardial damage modulation in H9c2 cells. H9c2 cardiomyocytes, H2O2 injury protection, ATPLite, 2 h. protection from H2O2 cell death, % at 20 µM. hit rate 0.63% among 360,000;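 active = compounds giving at least 50% protection of heart cells from peroxide-induced death in the single-dose screen, raw or plate-pattern-corrected value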;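 note: 0% = DMSO wells with peroxide and 100% = DMSO wells without peroxide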
# Glyco luc inh = N-linked glycosylation inhibition. D54 ERlucT glycosylation luciferase reporter, 24 h; percent of 100 nM tunicamycin response. reporter increase, % at 12.5 µM. hit rate 0.23% among 360,000. AID 588692;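 active = mean luciferase reporter signal, scaled so untreated is 0 and the glycosylation-blocking control 100, at or above a set limit in every replicate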;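 note: luciferase carries N-glycosylation sites so blocking glycosylation raises the light; 0% = median of neutral control wells and 100% = median of 100 nM tunicamycin wells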
# * hit, by the source's call. This is a random part of the collection (roughly 4.5% active in at least one column).
SMILES,aDG glyco act,ABCB6 inh 2,HTR2A ag,ABHD5 PLIN5 PPI,Glyco luc inh,MC4R barr agon,Cardio protect,hiPSC survival,MC4R antag cAMP,Granule exo inh
C[C@H]1CCCCO[C@@H](CN(C)C(=O)NC2CCCCC2)[C@@H](C)CN([C@@H](C)CO)C(=O)c2cc(NC(=O)Cc3ccccc3)ccc2O1,0.1,110.0,-3.0,-1.1,-1.3,0.9,6.8,-2.7,26.9,1.6
CC(C)CCn1cnc2c1c(=O)[nH]c(=O)n2Cc1ccccc1,0.1,91.0,5.2,6.8,3.0,0.2,-2.5,-0.3,3.3,-15.4
COc1cc(-c2cc(C(=O)Nc3c(Cl)cc(Cl)cc3Cl)c3ccccc3n2)cc(OC)c1OC,-0.2,102.0,0.6,-0.1,-2.7,1.2,6.2,2.3,23.2,8.4
O=C1c2ccccc2C(=O)N1c1cccc2ccccc12,0.1,97.0,5.1,-3.2,1.4,-2.0,4.7,-0.4,-1.1,4.5
Cc1cnc(NC(=O)CSc2nnc(N)s2)s1,0.0,99.0,1.2,2.4,-0.3,-0.9,5.5,-1.3,5.6,-4.9
CC1CCN(C(=O)C2CCCCN2S(=O)(=O)c2cccc([N+](=O)[O-])c2)CC1 (stereo not drawn),0.0,96.0,1.3,2.4,1.4,0.5,8.9,-0.5,9.8,11.2
FC(F)(F)c1cc(Oc2ccc(Cl)cc2)ncc1-c1nnc(-c2ccc(Cl)cc2)o1,0.0,99.0,1.8,-13.1,-0.9,1.9,-7.7,-0.3,-2.2,3.2
CC(=O)C1=C(C)NC2=C(C(=O)CC(C)(C)C2)C1C (stereo not drawn),0.1,95.0,-2.2,-2.9,-6.0,-3.4,0.4,1.7,5.2,-2.2
CC(=O)c1cnc2c(C(=O)O)cnn2c1C,-0.3,100.0,3.2,6.4,1.5,-0.2,5.0,1.9,2.1,-6.0
CN(CCC1CCOCC1)C(=O)C1CCC(=O)N(CCc2ccccc2)C1 (stereo not drawn),-0.1,98.0,4.0,-7.0,0.3,-1.1,3.6,-0.4,0.3,1.6
Cc1ccc(N(CCC#N)C(=O)CSc2nc3ccccc3c(=O)[nH]2)cc1,-0.1,96.0,-2.0,3.0,-4.0,-0.5,80.1*,0.3,10.4,-0.3
CS(=O)(=O)N1N=C(c2ccco2)CC1c1ccccc1 (stereo not drawn),0.0,96.0,0.3,-1.6,-0.2,-3.1,2.4,1.2,2.8,4.0
O=C(COC(=O)/C=C/c1cccc(Cl)c1)NCCc1ccc(Cl)cc1Cl,0.2,100.0,-0.4,1.7,0.6,5.0,-3.7,0.7,-5.8,0.5
CCOc1ccc(NC(=O)C2CCCN(C)C2)cc1 (stereo not drawn),0.1,100.0,-3.8,4.6,0.9,-1.6,7.1,0.5,3.4,-3.6
COc1ccccc1CNC(=S)Nc1ccc(S(N)(=O)=O)cc1,-0.1,95.0,-4.5,-14.0,3.3,-0.9,0.3,1.3,20.8,3.5
CCOC(=O)Nc1ccccc1N1C(=O)c2ccccc2C1=O,-0.1,94.0,-0.2,-0.4,0.7,-2.6,-1.3,0.0,6.2,3.6
Cc1ccccc1NC(=O)C1CCCN(C(=O)NCc2ccccc2)C1 (stereo not drawn),0.1,97.0,-8.3,-4.7,5.3,-0.2,6.5,0.8,11.9,-8.5
CCOC(=O)C1CC2CC(C1)CN(C(=O)C1CCCCC1)C2 (stereo not drawn),0.3,102.0,0.3,-3.1,-0.2,-1.1,0.1,-0.7,4.8,-1.0
CCC1CCCCN1S(=O)(=O)c1ccc(NC(=O)C2CCCO2)cc1 (stereo not drawn),0.0,96.0,2.4,2.2,3.2,-1.5,-3.4,0.5,6.0,-1.5
COc1cccc(NC(=O)/C=C/c2ccc(S(=O)(=O)N3CCOCC3)cc2)c1,0.0,91.0,13.5,6.9,0.1,1.4,1.0,0.4,2.4,-3.3
CCc1ccc2[nH]c(=O)c(CN(CCN(CC)CC)C(=O)Nc3ccccc3OC)cc2c1,2.3,99.0,-2.6,6.5,0.0,-2.2,-0.6,-0.1,3.4,-0.4
Cc1nnc(SCC(=O)NCCN2C(=O)CSC2=O)s1,0.0,100.0,-0.2,0.4,2.4,-0.2,0.7,-1.1,1.1,1.4
COc1ccc2oc(=O)c(-c3cn4ccc(C)cc4n3)cc2c1,-0.2,97.0,0.4,-2.3,0.1,3.1,-0.5,-0.3,-4.5,-0.7
O=C(CSc1ccc(Br)cc1)NCC(c1cccs1)N1CCOCC1 (stereo not drawn),0.6,98.0,4.4,-0.1,-2.0,-5.8,-9.3,0.2,-2.0,1.4
O=C(Cc1csc(NC(=O)Nc2cccc(Cl)c2)n1)NCc1ccccn1,0.4,95.0,-3.4,-13.5,-1.7,-2.6,-7.8,-0.4,7.5,-3.1
CCSc1nnc(NC(=O)CC(C)C)s1,-0.2,98.0,0.7,-5.2,-0.6,-2.7,6.8,1.0,0.1,0.1
Cc1cc(O)ccc1NC(=S)NC(=O)c1cncc(Br)c1,0.0,95.0,-4.3,-9.9,1.9,-2.7,24.7,-0.3,12.7,2.2
O=C1CNC(=S)N1CCc1ccc(Cl)cc1,0.4,100.0,3.3,11.0,-0.6,-1.7,-3.6,0.4,8.2,-14.5
CSc1ccccc1C(=O)OCC(=O)NCCN1C(=O)CSC1=O,0.1,88.0,2.6,-2.0,3.8,0.1,3.6,-2.2,2.1,3.6
CCN(c1ccccc1)S(=O)(=O)c1ccc(C(=O)NC2CCN(Cc3ccccc3)CC2)cc1,2.5,96.0,0.9,3.5,48.2*,-1.2,-10.1,-1.2,1.5,7.0
COc1ccc(N2CCN(c3nc(=S)n(-c4ccccc4)c(C)c3C(C)=O)CC2)cc1,-0.1,121.0,0.5,-1.2,-0.8,-1.1,-6.0,-1.6,8.0,0.3
CCOCCCNC(=O)c1c[nH]c2ccc(C)cc2c1=O,-0.4,98.0,-1.1,9.7,1.0,-2.3,14.2,-0.8,21.4,-1.8
CC(=O)Nc1ccc(NC(=O)Nc2ccc3c(c2)N(C)C(=O)CS3)cc1,0.0,97.0,4.0,0.7,-2.7,-1.9,0.9,1.6,13.3,-0.5
COc1ccc(N(C(=O)c2snc(C(N)=O)c2N)C(C(=O)NC2CCCC2)c2ccco2)cc1OC (stereo not drawn),-0.1,91.0,-6.1,-2.6,1.4,-1.8,3.6,0.5,-0.2,0.7
COC(=O)CN1C(=O)N/C(=C/c2cc(Cl)c(OC)c(OC)c2)C1=O,0.0,95.0,-2.7,1.7,1.7,-0.9,4.0,0.2,1.0,-2.3
O=C(CCNC(=O)c1ccccc1Cl)NN=Cc1ccco1,-0.1,100.0,8.4,4.5,1.5,0.5,5.2,3.3,-5.1,-1.8
CSc1ccc(C(O)c2ncc(-c3cccc(OCc4ccccc4)c3)[nH]2)cc1 (stereo not drawn),-0.2,105.0,-1.4,-9.0,-2.7,2.1,-9.2,0.8,-0.2,8.9
COc1ccccc1CN1CC(C(=O)NCCn2nc(C)cc2C)CCC1=O (stereo not drawn),3.3,95.0,-1.4,-2.8,1.4,-1.8,3.7,0.1,18.2,-0.2
Cc1nccc(-c2cc(-c3ccc(Cl)cc3Cl)no2)n1,0.1,98.0,-0.2,-5.7,-3.3,6.1,-20.8,-0.8,4.1,-2.3
CC(C)(C)c1ccccc1NC(=O)COC(=O)CN1C(=O)NC2(CCCC2)C1=O,0.0,102.0,2.6,4.0,1.3,-2.2,-3.1,-0.5,12.6,0.8
COc1ccc2oc(C(=O)OCC(=O)N3CC(C)OC(C)C3)c(C)c2c1 (stereo not drawn),0.1,99.0,-4.2,3.6,-2.2,-0.7,3.4,0.6,4.3,0.4
O=C(NCCCN1CCOCC1)c1ccc(Sc2cccc(Cl)c2)c([N+](=O)[O-])c1,0.0,96.0,-9.9,15.0,-0.4,1.4,7.4,-0.9,6.1,38.9
CC(=O)OCC(=O)C1(O)CCC2C3CCC4=CC(=O)C=CC4(C)C3C(O)CC21C (stereo not drawn),0.1,91.0,-1.9,1.4,2.2,-1.5,-1.5,-0.4,6.0,1.8
O=C(CSc1nnc(-c2cccnc2)o1)Nc1nccs1,0.2,99.0,6.8,1.4,-2.9,-0.2,14.5,0.2,14.1,0.9
C=CCn1c(C)cc(-c2csc(NC(=O)CCc3nc4ccccc4c(=O)[nH]3)n2)c1C,0.3,97.0,3.8,1.8,-0.3,-3.0,15.5,-0.1,-2.6,-6.8
COc1ccc(C(CNC(=O)c2ccc(S(=O)(=O)Nc3ccccc3C)cc2)N2CCOCC2)cc1 (stereo not drawn),0.1,103.0,0.2,-16.0,-3.3,-1.2,2.5,-0.5,13.3,4.2
CCOc1ccc(C(=O)N(CC)CC(=O)Nc2ccc3c(c2)OCCO3)cc1,0.1,92.0,5.5,-4.3,-1.7,-0.8,-4.1,0.9,13.4,-0.9
Cc1c(Cl)cccc1NC(=O)CCCn1cnc([N+](=O)[O-])n1,-0.2,101.0,2.4,-3.3,1.4,1.2,14.1,-0.3,0.4,0.7
COC(=O)C1=C(C)C(c2ccc(OC)cc2OC)NC(=O)N1 (stereo not drawn),0.0,103.0,-1.2,3.3,4.0,-0.5,30.7,-0.2,1.2,-1.7
CC1CCN(c2nc3ccc(C(=O)N4CCN(Cc5ccc6c(c5)OCO6)CC4)cc3s2)CC1,-0.2,99.0,-3.5,1.0,-5.0,2.9,-22.5,-0.9,15.0,-1.4
CC(=O)N1CCN(c2ccccc2NC(=S)NC(=O)c2cc3ccccc3o2)CC1,0.2,99.0,0.2,4.2,-0.2,-2.7,17.5,0.8,-6.2,1.8
Cc1nn(Cc2ccccc2)c(C)c1NC(=O)CCC(=O)O,0.0,110.0,3.1,9.9,2.9,1.4,-6.1,0.0,0.3,-0.2
CCC1Oc2ccccc2N(CC(=O)Nc2ccc3c(c2)OCCO3)C1=O (stereo not drawn),0.2,101.0,-1.5,-0.6,-1.8,-1.0,-4.1,-0.2,5.5,-1.6
CC(=O)c1cccc(S(=O)(=O)N2CCCC(c3nc4c(nnn4Cc4ccc(C)cc4)c(=O)[nH]3)C2)c1 (stereo not drawn),-0.1,93.0,-7.4,-3.7,-1.7,1.9,2.8,-0.4,-7.4,32.5
CC(C)CCN1CCN(Cc2cc(F)ccc2-n2cccn2)CC1CCO (stereo not drawn),0.9,93.0,-5.7,2.5,2.8,-1.6,1.3,-0.7,9.3,4.3
C[C@@H]1CC[C@@]2(O[C@@H](CCO)C[C@H](O)[C@H]2O)O1,0.0,101.0,5.7,3.4,-0.3,1.0,4.0,-1.6,1.7,5.5
